From PubChem
Mdm2-MdmX inh: inhibitors of human Mdm2/MdmX interaction; SaOS-2 split-luciferase Mdm2/MdmX complementation, luminescence; inhibition, % at 8 µM; 3% of 330,000 active; AID 485346;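 active = inhibition of at least 50% at 8 µM in the primary screen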
NR3A LBD binder: modulators (binders) of human NR3A ligand-binding domain. AID 1259313. NR3A LBD differential scanning fluorimetry, Tm shift; 0% = protein alone, 100% = glycine-bound protein. 2.5% of 340,000 active. Tm shift relative to glycine control, % at 25 µM;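 active = melting temperature shift of at least 10% of the positive control shift, at one fixed dose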
NLRP3 yeast inh: NALP3 inhibition in yeast; AID 2825; 0.39% of 330,000 active; inhibition, % at 10 µM; Yeast reconstituted NLRP3/ASC/caspase-1, beta-gal luminescence, 24 h;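 active = inhibition of 50% or more; inactive = inhibition below 50%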;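 also: plate controls were induced DMSO wells for no effect and uninduced yeast grown without galactose for full effect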
tim10-1 inh: tim10-1 yeast growth inhibition. AID 463190. inhibition, % at 20 µM. S. cerevisiae tim10-1 ts strain growth, BacTiter-Glo, 24 h. 2.2% of 330,000 active;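 active = inhibition of at least 40%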;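 also: mutant grown at 25 °C; 0% = DMSO wells with yeast and 100% = wells holding no yeast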
tim23-1 inh: tim23-1 yeast growth inhibition. 1.3% of 330,000 active. inhibition, % at 20 µM. AID 463212. S. cerevisiae tim23-1 growth, BacTiter-Glo luminescence, 24 h;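 active = growth inhibition of the mutant yeast at or above 50%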;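 also: temperature-sensitive mutant grown at 25 °C; plate controls were DMSO-treated mutant yeast for no effect and medium wells lacking yeast for full effect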
CHOP UPR activ: apoptotic UPR (CHOP) activation | CHO-CHOP luciferase reporter, luminescence; percent of tunicamycin response over DMSO baseline | activation, % at 10 µM | 0.34% of 330,000 active;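 active = at 10 µM dose, activation of 40% or more, normalized to positive control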;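 also: 100% = tunicamycin at 10 µg/mL and 0% = DMSO alone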
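Assay system: CHO cells with stable CHOP pathway luciferase reporter; Buffer or medium: F12 plus 10% serum; Times: 16-18 h cell attachment, then 6 h compound exposure, 37 °C; Signal: luciferase luminescence; Read-out basis: percent activation relative to tunicamycin control; Control set: tunicamycin high control, DMSO low control.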
TIM10 inh: inhibits growth of TIM10 yeast strain; S. cerevisiae TIM10 strain growth, BacTiter-Glo luminescence, 24 h; inhibition, % at 10 µM; AID 463195; 1.4% of 330,000 active;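 active = inhibition of 40% or more at the single tested concentration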;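 also: wild-type TIM10 isogenic control strain grown at permissive 25 °C; 0% = DMSO yeast wells and 100% = minimal medium wells without yeast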
APJ ag: agonists of human APJ apelin receptor; activation, % at 20 µM; 0.11% of 330,000 active; CHO-K1 APJ PathHunter beta-arrestin, luminescence; 0% DMSO wells, 100% apelin; P35414; AID 2520;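 active = activation more than six SD over the plate average, tested at 20 µM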;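 also: 0% = DMSO alone and 100% = apelin-13 at 10 nM; some results filed as inactive read as strong as hits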
Target sequence (P35414 whole entry, looked up): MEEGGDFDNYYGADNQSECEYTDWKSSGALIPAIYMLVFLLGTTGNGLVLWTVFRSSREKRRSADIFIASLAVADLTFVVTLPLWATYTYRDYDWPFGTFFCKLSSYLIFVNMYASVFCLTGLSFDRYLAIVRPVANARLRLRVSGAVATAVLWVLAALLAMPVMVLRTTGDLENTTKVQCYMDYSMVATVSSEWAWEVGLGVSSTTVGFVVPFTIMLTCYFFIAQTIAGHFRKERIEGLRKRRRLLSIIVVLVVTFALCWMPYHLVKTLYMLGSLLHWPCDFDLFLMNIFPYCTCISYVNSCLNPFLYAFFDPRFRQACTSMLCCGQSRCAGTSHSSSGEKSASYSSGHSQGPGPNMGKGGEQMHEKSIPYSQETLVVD
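Test system: CHO-K1 APJ beta-arrestin complementation cell line. Amount: cell density 1000 per well. Controls: DMSO negative, 10 nM Apelin-13 positive. Signal: luminescent beta-gal fragment complementation, chemiluminescent substrate. Read-out basis: agonist-driven arrestin binding to APJ. Timing: compound stimulation 90 min at 25 °C, detection 60 min.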
XBP1 UPR activ: adaptive UPR (XBP1) activation | CHO-XBP1 luciferase reporter, IRE1-XBP1 UPR activation, luminescence; percent of tunicamycin response, DMSO as zero | activation, % at 20 µM | 0.33% of 330,000 active;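 active = versus positive control, 20 µM dose yields 30% or more activation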;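 also: 100% = tunicamycin at 10 µg/mL and 0% = DMSO only wells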
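Assay system: IRE1-XBP1 luciferase reporter CHO line. Input: 1000 cells/well. Buffer or medium: F12 with 10% serum. Doses: 20 µM, 1% DMSO. Times: overnight seeding at 37 °C, 6 h compound treatment at 37 °C. Technique: Steady-Glo luciferase glow luminescence, 10 min after reagent addition.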
* marks the source's active call; other numbers are inactive results.

SMILES	Mdm2-MdmX inh	NR3A LBD binder	NLRP3 yeast inh	tim10-1 inh	tim23-1 inh	CHOP UPR activ	TIM10 inh	APJ ag	XBP1 UPR activ
Cc1ccc(-n2c(SCC(=O)N3CCOCC3)nc(O)c(Cc3ccccc3)c2=O)cc1	-18.2	-2.7	-5.3	4.1	16.0	-1.2	5.3	6.4	-5.0
CN1CCN(S(=O)(=O)c2cccc(C(=O)NCc3ccc(Cl)cc3)c2)CC1	-26.6	-1.2	-5.8	23.1	7.0	0.6	2.8	0.2	-1.7
Nc1cccc(S(=O)(=O)Nc2ccc(Br)cc2)c1	14.5	-4.9	-12.7	-0.3	0.4	0.4	7.8	0.9	-1.5
COc1ccc2cc(C(=O)C3CCCN(C(=O)c4cccnc4)C3)ccc2c1 (stereo not given)	17.1	-2.6	11.1	32.4	22.8	0.9	6.6	-2.6	3.9
Cc1cccc(N2CCN(C(=O)c3ccc(Cl)c(S(=O)(=O)N4CCc5ccccc5C4)c3)CC2)c1C	24.4	-0.7	13.4	15.3	1.5	1.4	16.6	-4.6	-2.8
Cc1ccc(-n2nnnc2SCC(=O)c2c(N)n(CC(C)C)c(=O)n(C)c2=O)cc1	23.1	1.5	-3.2	11.9	-3.2	-1.7	4.5	-5.2	-0.4
N=C1/C(=C/c2ccc(Br)o2)C(=O)N=C2SC(CC(=O)N3CCCC3)=NN12	11.7	-1.6	-0.5	9.7	14.8	0.8	9.0	0.4	-1.7
CCCc1cc(=S)n2c([nH]c3ccccc32)c1C#N	8.9	8.5	14.9	19.7	8.7	54.1*	4.4	0.1	-0.2
Cc1ncc(CN=Cc2ccc(Cl)cc2)c(N)n1	9.1	-2.0	13.0	9.4	-3.5	1.6	-8.1	-3.2	-4.3
Cn1c(=NC(=O)c2ccc(S(=O)(=O)N3CCCc4ccccc43)cc2)sc2cc(S(C)(=O)=O)ccc21	20.3	-1.7	12.2	1.6	4.1	8.6	7.4	0.0	-0.5
CCNC(=S)NNC(=O)c1cccn(Cc2ccc(Cl)cc2Cl)c1=O	-6.2	-0.4	7.7	31.0	4.3	-1.2	-7.8	-1.1	-3.5
COc1ccc(-c2c(-c3ccccc3OC)sc3ccccc23)cc1C=O	-7.6	5.7	19.7	21.7	37.3	6.6	15.0	-1.9	2.3
COc1cc(C(=O)Nc2cc(-c3ccccc3)[nH]n2)cc(OC)c1OC	20.6	-34.6	-13.6	12.3	29.4	-0.2	22.8	-1.7	-2.5
O=C(C[n+]1cccc(CNC(=O)c2ccc(OC(F)F)cc2)c1)Nc1cccc(C(F)(F)F)c1	3.2	-0.4	1.1	5.1	-3.6	-0.2	0.8	-3.6	-1.4
Cc1cc2oc(C(=O)Nc3c(C)n(C)n(-c4ccccc4)c3=O)c(C)c2cc1C	28.2	-0.9	13.2	-3.1	10.0	0.6	-0.4	-2.8	-0.2
Cc1cccc(NC(=O)COC(=O)c2cccc3c2C(=O)c2ccccc2C3=O)c1C	30.7	-13.0	24.7	27.9	15.6	4.8	12.6	3.8	0.6
Cc1ccsc1/C=N/NC(=O)CNC(=O)c1ccco1	-2.3	-1.0	15.5	2.3	-1.6	1.8	-13.4	-2.9	3.5
CCNC(=S)N1CCc2cc(OC)c(OC)cc2C1COc1ccc(F)cc1 (stereo not given)	4.6	-10.6	5.6	17.8	2.9	0.0	-13.6	-2.7	2.3
CCCN1CCN(C(=O)c2cc3c(s2)-c2ccccc2OC3)CC1	-46.7	-1.6	27.7	-24.0	6.1	-0.6	2.6	-2.0	-0.6
CCN1CCN(c2c(Cl)cccc2NC(=O)c2ccc3nsnc3c2)CC1	-7.8	-1.0	18.9	-17.6	17.1	2.8	-22.0	-2.8	-1.6
O=CN1CCN(c2ncnc3c2nnn3Cc2c(F)cccc2Cl)CC1	-10.6	-2.0	25.6	-21.0	-7.5	0.9	-1.6	-4.0	-1.9
Cc1ccc(-c2cc(C(=O)Nc3cccnc3)c3ccccc3n2)o1	13.9	-0.9	1.3	14.2	12.5	-1.2	4.2	-9.0	0.6
NC(=O)c1ccc(NC(=O)COC(=O)c2cc3ccccc3cc2O)cc1	54.5*	-4.6	-3.8	6.3	8.4	-0.4	-4.1	-3.8	-0.6
COc1ccc(CNc2cccc3[nH]c(C(F)(F)F)nc23)cc1OC	8.7	-2.3	-0.5	38.5	19.0	1.3	5.5	-1.2	9.8
CC(C)c1ccc(NC(=S)N2CCN(Cc3ccccc3)CC2)cc1	-8.5	-5.6	36.6	-24.8	34.3	1.4	-5.1	-2.7	4.6
Cc1c(NC(=O)Cc2cccs2)cccc1[N+](=O)[O-]	13.4	-2.4	16.5	-0.2	10.0	-0.2	0.0	-3.0	-0.5
COc1ccc(NC(=O)CN(C)C(=O)c2ccc(N3CCCCCC3)c([N+](=O)[O-])c2)cc1	3.6	-4.1	32.4	20.9	23.9	0.9	8.5	-7.3	0.3
CC(C)NC(=O)Cn1cnc2c(cnn2-c2ccc(F)cc2)c1=O	25.8	-2.6	10.5	-3.9	-9.4	0.6	-2.0	3.3	-3.7
Clc1cc(Cl)cc(C2=NC(Cc3ccccc3)CO2)c1 (stereo not given)	6.8	0.5	6.4	21.4	19.9	2.2	7.2	-3.4	0.8
CC(=O)N1CCc2cc(S(=O)(=O)NC(C(=O)Nc3nc(C)cs3)C(C)C)ccc21 (stereo not given)	-19.1	-1.1	-12.9	5.1	1.3	-0.4	4.2	3.5	-4.3

An excerpt from above in order of the TIM10 inh value, lowest first:
SMILES	TIM10 inh
CC(C)c1ccc(NC(=S)N2CCN(Cc3ccccc3)CC2)cc1	-5.1
O=C(C[n+]1cccc(CNC(=O)c2ccc(OC(F)F)cc2)c1)Nc1cccc(C(F)(F)F)c1	0.8
Cc1ccc(-n2c(SCC(=O)N3CCOCC3)nc(O)c(Cc3ccccc3)c2=O)cc1	5.3

Remaining list, next part:
SMILES	Mdm2-MdmX inh	NR3A LBD binder	NLRP3 yeast inh	tim10-1 inh	tim23-1 inh	CHOP UPR activ	TIM10 inh	APJ ag	XBP1 UPR activ
Cc1ccc(C(=O)N(C)CC(=O)Nc2ccc(F)c(F)c2F)o1	-0.7	-0.8	15.2	16.0	9.2	-1.0	7.4	-3.2	-3.4
Cc1cc(C(F)(F)F)nn1C(=O)c1cccnc1Cl	-2.1	6.2	8.5	7.2	3.3	-3.4	-13.7	-2.2	-1.2
CCCCNC(=O)C12CCC(C)(C(=O)C1Br)C2(C)C (stereo not given)	23.2	0.3	39.6	-0.9	-0.2	0.8	-25.6	0.4	-2.5
CCOc1ccc(-n2nc3c(SCCN4CCCC4)nnc(C)c3c2C)cc1	-19.4	-2.2	5.0	9.8	0.1	0.8	0.9	-2.7	-0.9
O=C(Cc1ccc(Cl)cc1)c1c[nH]c(C(=O)NCc2cccnc2)c1	6.1	0.2	3.6	-3.3	-1.9	3.1	-0.7	-2.4	0.2
Cc1cccc(NC(=O)CNC(=O)Cn2cc(C(F)(F)F)cc(Cl)c2=O)c1C	24.6	-1.2	10.7	1.3	9.6	1.9	-4.3	3.3	-2.0
CCn1c(=O)cc(OCC(=O)Nc2ccc3c(c2)OCCO3)c2ccccc21	21.9	-4.7	4.2	5.1	5.9	1.2	-19.0	-2.0	3.0
OCCN(CCO)Cc1ccc(Br)cc1	17.9	-0.8	-3.6	-20.3	-11.0	-1.2	-11.1	-1.6	0.6
O=C(/C=C/c1ccccc1)c1ccc2c3c(cccc13)CC2	-3.0	-0.7	43.7	14.9	21.4	6.3	11.2	-1.9	8.5
COc1ccc(-n2c(C)csc2=S)cc1	-16.1	1.9	9.1	2.2	-4.5	0.9	6.9	-2.8	-0.8
CCCNC(=O)Nc1nnc(C2CC2)s1	-7.7	-0.4	-5.7	2.4	1.9	-0.6	4.6	-0.5	-2.2
O=C(CN1C(=O)C2CCCCN2C(=O)c2ccccc21)Nc1ccc(F)cc1 (stereo not given)	17.5	-0.2	20.7	11.9	-6.9	1.3	11.7	-3.3	-4.5
CCOc1ccccc1NC(=O)NNS(=O)(=O)c1cc(OC)ccc1OC	21.1	0.3	8.0	6.6	0.5	-0.9	6.9	-9.9	-7.5
C(=N\n1cnnc1)/c1ccccn1	5.5	2.0	-0.1	8.7	-7.2	-0.2	-11.7	-3.9	-1.8
COC(=O)CCC(=O)Nc1sc(Cc2ccccc2)c(C)c1C(N)=O	8.9	-0.9	8.8	26.3	30.9	3.4	0.2	-0.4	-1.1
Nc1ccc2oc3ccc(N)cc3c(=O)c2c1	-10.6	2.3	10.9	-2.7	5.3	4.2	-12.9	5.6	3.9
Cc1ccc(C)c(N2CCN(C(=O)C3CCN(c4nnc(N5CCCC5=O)s4)CC3)CC2)c1	7.0	1.7	13.5	19.6	18.6	-1.6	9.1	-3.1	2.5
CCN(CC)CCNCc1cc(Cl)c(OCC(=O)Nc2ccccc2)c(OC)c1	7.4	0.0	4.8	-9.4	-1.4	0.5	-14.6	-2.3	4.1
CNC(=O)c1ccc(-c2ccccc2)s1	-18.9	3.1	39.2	1.2	9.0	4.8	7.5	0.5	1.0
CN(CCN(C)C(C)(C)C)C(=O)C(c1ccccc1)c1ccccc1	8.3	-0.9	3.8	-1.1	10.8	-1.3	-4.8	-4.9	-0.7
CCOC(=O)c1cc(-c2cccc([N+](=O)[O-])c2)nc2[nH]c(=O)[nH]c(=O)c12	22.1	3.1	13.1	-7.8	12.8	-0.5	-0.9	-8.3	4.3
COc1cc(OC)cc(C(=O)NCCCCCCNC(=O)c2cc(OC)cc(OC)c2)c1	10.9	-2.2	6.7	-15.9	-4.0	0.4	-11.1	-3.0	-1.8
CC1CCCCN1C(=O)c1ccccc1OC1CCN(S(C)(=O)=O)CC1 (stereo not given)	-1.7	-1.2	2.2	18.9	8.4	-0.5	4.3	-1.2	-0.1
Cc1nc(Oc2ccc(S(=O)(=O)N3CCOCC3)cc2Cl)c2c3c(sc2n1)CCCC3	25.7	-4.4	26.1	25.5	27.2	-1.7	26.0	-0.1	-1.9
CCC1(C)Cc2c(sc3nc(SCC(=O)O)[nH]c(=O)c23)CO1 (stereo not given)	17.9	-2.2	6.2	-9.0	-1.4	-0.8	-1.9	1.6	-1.7
CCN1CCN(Cc2ccc(NC(=O)c3cc(NC(=O)c4cncc(-c5ccc(C#N)cc5)c4)cc(OC)c3)cc2C(F)(F)F)CC1	99.8*	-8.0	3.7	10.5	-11.5	3.3	2.0	11.3	-9.2
CSCC[C@H](NC(=O)c1cccnc1)c1nnc2ccccn12	-23.9	-0.7	3.7	11.5	11.7	1.6	10.4	1.5	-2.3
CN(C(=O)c1ccc(NC(=O)Cc2ccccc2)cc1)c1ccccc1	10.8	-2.0	12.8	25.7	10.8	-0.6	1.6	1.1	-5.0
